HCV inhibitor = qHTS Assay for Inhibitors of Hepatitis C Virus (HCV); Huh7.5.1 HCVcc-Cre infection, luciferase reporter, 44 h; Potency, µM (titrated, usually from 41.8 µM), inactives show top-dose activity change, negative = inhibition, usual class: inhibitors; 340,000 compounds, 3.4% hits; note: potency is the fitted concentration of half-maximal effect
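A cell-based infection assay in which seeded cells (1,000 per well) receive test compound after 4 h, are inoculated with HCVcc-Cre at approximately 0.5 moi, and are incubated 44 h before luminescence detection.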
TbPYK inhibitor = qHTS of Trypanosoma Brucei Inhibitors | Potency, µM (top dose mostly 76.8 µM), inactives show at the top dose activity, negative = inhibition, actives largely listed as inhibitors | 410,000 compounds, 0.12% hits | TbPYK enzyme, Kinase-Glo Plus ATP luminescence, 45 min | pyruvate kinase (Trypanosoma brucei), Q57TT1; note: potency is the fitted concentration of half-maximal effect; nearly all actives have a fitted effect of over 50% in size
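Screened from lowest to highest concentration, compounds were pinned into TbPYK/substrate mixtures, and ADP (130 uM final) was added. Plates sat at room temperature for 45 min prior to Kinase-Glo Plus detection by luminescence.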
AMA1-RON2 inh = qHTS for Inhibitors of AMA1-RON; Towards Development of Antimalarial Drug Lead: Primary Screen. Plasmodium falciparum AMA1 (3D7) - RON2 peptide interaction. AlphaScreen AMA1-biotinylated RON2 peptide binding. Potency, µM (titrated, usually from 58.2 µM), inactives show at the top dose activity change, negative = inhibition, most hits filed as inhibitors. 360,000 compounds, 0.2% hits;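 note: potency is the fitted concentration of half-maximal effect; 0% = vehicle wells and -100% = peptide control; nearly all actives have a fitted effect of over 45% in size; some results filed as inactive show a strong effect at the top dose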
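AMA1 (3D7) with his tag at 25 nM final met compounds first, then biotinylated RON2 peptide at 25 nM; detection used donor plus acceptor beads, 10 µg/mL apiece, read by AlphaScreen after 30 min at room temperature.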
LmPK inh = qHTS Assay for Inhibitors of Leishmania Mexicana Pyruvate Kinase (LmPK) | Q27686 | 290,000 compounds, 0.37% hits | purified LmPK, Kinase-Glo ATP luminescence, 1 h | Potency, µM (titrated, usually from 57.5 µM), inactives show at the top dose activity change, negative = inhibition, usual class: inhibitors; note: potency is the fitted concentration of half-maximal effect
Target sequence (Q27686 whole entry, looked up): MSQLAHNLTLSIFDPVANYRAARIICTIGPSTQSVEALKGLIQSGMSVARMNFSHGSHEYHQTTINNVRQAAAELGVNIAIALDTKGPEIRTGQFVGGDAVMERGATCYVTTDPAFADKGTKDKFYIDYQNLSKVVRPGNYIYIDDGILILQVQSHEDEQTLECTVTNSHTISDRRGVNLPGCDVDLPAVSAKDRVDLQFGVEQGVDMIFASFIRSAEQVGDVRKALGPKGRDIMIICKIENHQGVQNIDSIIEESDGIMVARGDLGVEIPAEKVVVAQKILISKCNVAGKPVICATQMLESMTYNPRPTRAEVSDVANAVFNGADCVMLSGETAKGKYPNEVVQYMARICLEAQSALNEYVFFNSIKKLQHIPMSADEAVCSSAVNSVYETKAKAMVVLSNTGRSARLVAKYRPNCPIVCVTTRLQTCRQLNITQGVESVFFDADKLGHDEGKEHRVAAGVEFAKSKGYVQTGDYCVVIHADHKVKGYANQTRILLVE
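0.1 nM LmPK, 0.5 mM PEP, 0.1 mM ADP; 50 mM imidazole pH 7.2, 7 mM MgCl2, 50 mM KCl; 1 h RT. Kinase-Glo luminescence readout, normalized to no-enzyme (full inhibition) and uninhibited wells.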
AmpC no deterg = qHTS Inhibitors of AmpC Beta-Lactamase (assay without detergent); Potency, µM (highest dose often 57.1 µM), for the others: at the top dose activity change, negative = inhibition, usual class: inhibitors; AID 485341, 2010; 330,000 compounds, 0.52% hits; AmpC nitrocefin hydrolysis, absorbance 480 nm, 0.0001% Triton; P00811;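 note: potency is the fitted concentration of half-maximal effect; plate controls were no compound for no effect and no enzyme for full effect; nearly all actives have a fitted effect of over 20% in size; some results filed as inactive show a strong effect at the top dose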
Target sequence (P00811 whole entry, looked up): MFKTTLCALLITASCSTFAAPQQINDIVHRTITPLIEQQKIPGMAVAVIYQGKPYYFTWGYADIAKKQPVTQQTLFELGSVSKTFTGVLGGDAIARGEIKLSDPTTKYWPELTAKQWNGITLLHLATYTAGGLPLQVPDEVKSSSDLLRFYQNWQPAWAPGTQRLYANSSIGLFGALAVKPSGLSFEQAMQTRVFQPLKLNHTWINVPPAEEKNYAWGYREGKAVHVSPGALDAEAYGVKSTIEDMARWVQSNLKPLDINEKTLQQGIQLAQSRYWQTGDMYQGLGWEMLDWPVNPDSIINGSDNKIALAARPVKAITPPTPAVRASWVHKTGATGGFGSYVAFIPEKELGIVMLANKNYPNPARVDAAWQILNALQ
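AmpC (5.3 nM in the dispensed reagent) in 20 mM phosphate pH 7.0 with 0.01% (detergent screen) or 0.0001% Triton X-100 was preincubated with compounds for 15 min at room temperature. Nitrocefin was then added from an 800 uM solution, and hydrolysis was followed at 480 nm.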
AmpC inh detg = qHTS Inhibitors of AmpC Beta-Lactamase (assay with detergent). Potency, µM (doses to about 114 µM), without a hit: top-dose activity change, negative = inhibition, usual class: inhibitors. AmpC hydrolysis of nitrocefin, absorbance 480 nm, 0.01% Triton. AID 485294, 2010. 370,000 compounds, 0.041% hits;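 note: potency is the fitted concentration of half-maximal effect; 0% = no-compound wells and -100% = no-enzyme wells; nearly all actives have a fitted effect of over 25% in size; some results filed as inactive show a strong effect at the top dose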
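AmpC (5.3 nM in the dispensed reagent) in 20 mM phosphate pH 7.0 with 0.01% (detergent screen) or 0.0001% Triton X-100 was preincubated with compounds for 15 min at room temperature. Nitrocefin was then added from an 800 uM solution, and hydrolysis was followed at 480 nm.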
HCMV inh = qHTS Assay for inhibitors of the human cytomegalovirus (HCMV) | activity change, negative = inhibition, % at 57.5 µM | HFF cells, HCMV-luciferase reporter, 72 h; active compounds read low | 410,000 compounds, 4.5% hits | AID 1259415, 2018; in the data active = activity change below about -60%; inconclusive = no clear call, values can overlap the other calls; inactive = above about -39%
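Steps: HFFs plated, 16 h 37C; compounds added; HCMV-luciferase added to MOI 1 PFU/cell; 72 h 37C; OneGlo reagent, 5 min room temperature; luminescence read, normalized to controls.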
* marks the source's active call; other numbers are inactive results; ? = inconclusive; · = no result given; [ ] = dose if it differs, or a comment. Unless noted, calls come from the whole dose curve; as a rule, active = well fitted curve in the direction sought with a large enough effect; inconclusive = small, poorly fitted or top-dose-only effect, or another doubt; inactive = no such curve, though single readings can be large; an effect the other way counts as inactive or inconclusive. Unless noted, % is set by controls: 0 for no effect and ±100 for the full control effect.

No.	Structure	HCV inhibitor	TbPYK inhibitor	AMA1-RON2 inh	LmPK inh
1	COc1ccc(CCNC(=O)Cn2ncc3c(=O)oc4ccccc4c32)c(OC)c1	·	1%	·	·
2	Cc1onc(-c2c(F)cccc2Cl)c1C(=O)N=C(N)N1CC(C)OC(C)C1 (stereo not drawn)	8%	-4%	-26%	3%
3	Cc1ccccc1CN1C[C@@H]2C[C@@H](c3cn[nH]c3-c3ccc(F)cc3)N3CCC[C@@]23C1=O	?	1%	-24%	-4%
4	Cc1cc(NC(=O)c2ccc(F)cc2)n(CCOC(=O)c2ccc(F)cc2)n1	?	-3%	0%	2%
5	CN(C(=O)C1CC1)c1ccccc1	·	-2%	-7%	·
6	O=C(N/N=C/c1ccncc1)c1cccc(NC(=O)c2ccc(Cl)cc2)c1	-25%	0%	-13%	-1%
7	C[C@@H]1CN([C@H](C)CO)C(=O)CCCn2nncc2CO[C@H]1CN(C)S(=O)(=O)c1ccc(C#N)cc1	·	-11%	-3%	·
8	O=C(N/N=C/c1ccc(Sc2nc3ccccc3s2)c([N+](=O)[O-])c1)c1ccccn1	?	0%	41%[activator]	6%
9	O=C(c1ccc2c(c1)OCO2)c1cn(Cc2ccc(Cl)cc2)c2ccc(F)cc2c1=O	·	-2%	·	·
10	CCOc1ccc(C(=O)CCC(=O)NNC(=O)CCN2CCN(c3ccccc3)CC2)cc1	5%	7%	69%[activator]	·
11	Cc1occc1C(=O)N1CCN(c2ccc([N+](=O)[O-])cc2)CC1	-26%	7%	-17%	0%
12	NC(=O)C(=O)N/N=C1\CCc2ccccc21	-13%	-6%	-12%	1%
13	CCOc1ccc(S(=O)(=O)N2CCC(N3CCN(Cc4ccc(F)cc4)C(=O)C3=O)CC2)cc1	·	1%	·	·
14	N=C1C(c2ccc(Br)cc2)=C(O)C2CCc3ccccc3N12 (stereo not drawn)	6%	2%	2%	4%
15	NC(=O)N/N=C/c1ccc(OCc2cccc(Cl)c2)cc1	-3%	-3%	8%	1%

No.	AmpC no deterg	AmpC inh detg	HCMV inh
1	·	12%	3
2	19%	-8%	7
3	56%	1%	-71*
4	22%	1%	14
5	·	·	4
6	-20%	-11%	?
7	·	·	-34
8	-32%	-1%	-19
9	·	-2%	-9
10	98%[activator]	·	-4
11	7%	11%	41
12	-36%[11.4 µM]	-11%	-3
13	·	-2%	-6
14	-37%	?	?
15	-23%	1%	-34

Quoted from the listing.
compound 1 | HCMV inh: 3
compound 7 | AMA1-RON2 inh: -3%

Next entries follow:
No.	Structure	HCV inhibitor	TbPYK inhibitor	AMA1-RON2 inh	LmPK inh
16	O=C(NCc1ccccc1Cl)c1ccc(S(=O)(=O)NCc2ccco2)cc1	-1%	8%	-5%	·
17	CN(CC(=O)Nc1ccc(F)c(F)c1F)C(=O)C1CCCC1	4%	-12%	81%[activator]	·
18	COc1ccc(C(=O)Nc2cccc3c2CCCC3)c(OC)c1	32µM*	3%	-5%	·
19	CCOC(=O)c1ccc(N2C(=O)CC(Nc3ccc(CCO)cc3)C2=O)cc1 (stereo not drawn)	16%	1%	20%	3%
20	O=C(CN1C(=O)NC2(CCCC2)C1=O)OCc1cccc(Br)c1	17%	-1%	-1%	·
21	C=C(C)Cn1c(C(C)NC(=O)CCC)nc2ccccc21 (stereo not drawn)	-4%	-1%	0%	-1%
22	CC(=O)Nc1cccc(-c2csc(Nc3ccc(Cl)cn3)n2)c1	11µM*	-2%	0%	4%
23	N#Cc1ccc(S(=O)(=O)NCCc2ccncc2)cc1	20%	2%	9%	·
24	FC(F)(F)c1ccc(Cl)c(N/N=C/c2ccc(N3CCOCC3)s2)c1	1%	-15%	-26%	-5%
25	COc1cc(C2CC(=O)Nc3n[nH]c(-c4ccccc4)c32)cc(OC)c1OC (stereo not drawn)	4%	3%	-9%	7%
26	COc1cc(NC(=O)CN2C(=O)COc3ccccc32)cc(OC)c1	5%	6%	43%[activator]	·
27	Cc1cccc(N(CC(=O)Nc2ccccc2C(F)(F)F)S(=O)(=O)c2ccccc2)c1C	·	5%	·	·
28	O=C(CN1CCN(C(=O)c2ccco2)CC1)Nc1ccc(Br)cc1	-18%	3%	2%	1%
29	CCSc1nnc(NC(=O)CSc2nncc(=O)n2N)s1	19%	-6%	11%	0%
30	COC(=O)c1ccc(/C=N/OCC(=O)NCCc2ccc(OC)c(OC)c2)cc1	4%	-6%	-3%	10%

No.	AmpC no deterg	AmpC inh detg	HCMV inh
16	-25%	97%[activator]	-19
17	-5%	-11%	-6
18	·	·	-32
19	22%	-3%	-5
20	-17%	-6%	0
21	3%	5%	-8
22	25%	1%	95
23	·	·	10
24	-38%	-11%	-26
25	-11%	-4%	·
26	·	·	28
27	·	-12%	-26
28	-1%	6%	-1
29	-22%	4%	25
30	35%	1%	-25

Three of the compounds above, with values under each structure:
Every second line gives: HCV inhibitor | TbPYK inhibitor | AMA1-RON2 inh | LmPK inh | AmpC no deterg | AmpC inh detg | HCMV inh
#24 FC(F)(F)c1ccc(Cl)c(N/N=C/c2ccc(N3CCOCC3)s2)c1
  1% | -15% | -26% | -5% | -38% | -11% | -26
#26 COc1cc(NC(=O)CN2C(=O)COc3ccccc32)cc(OC)c1
  5% | 6% | 43%[activator] | · | · | · | 28
#27 Cc1cccc(N(CC(=O)Nc2ccccc2C(F)(F)F)S(=O)(=O)c2ccccc2)c1C
  · | 5% | · | · | · | -12% | -26

The list goes on.
No.	Structure	HCV inhibitor	TbPYK inhibitor	AMA1-RON2 inh	LmPK inh
31	O=C(CCCc1nc(-c2ccc(Cl)cc2)no1)NC1CCCCC1	7.1µM*	5%	6%	1%
32	CCNC(=O)Nc1cc(S(=O)(=O)Nc2ccc(OC)cc2)ccc1N1CCOCC1	?	-11%	3%	·
33	O=C(O)c1cccc(NC(=S)N/N=C/c2c[nH]c3ccccc23)c1	13%	-3%	20%	0%
34	CC1N=C(SCC(=O)c2ccc(F)cc2)N2C(C)N=C(SCC(=O)c3ccc(F)cc3)N12 (stereo not drawn)	·	0%	103%[activator]	·
35	COc1ccc(Cl)cc1-c1nc(SCC(=O)NC2CCS(=O)(=O)C2)n[nH]1 (stereo not drawn)	-6%	0%	2%	·
36	Cc1ccc(C(=O)Cn2cnc3ccccc3c2=O)cc1	-2%	-1%	0%	0%
37	O=C(NCCC(=O)N1CCCC1)c1ccccc1Cl	12%	-3%	-2%	-1%
38	COc1ccccc1Cc1nc(-c2ccc(C)cc2)no1	6%	-8%	147%[activator]	-2%
39	CC(=O)Nc1cccc(C(=O)OCC(=O)NC(=O)NC2CCCC2)c1	·	-1%	1%	·
40	O=C(C#Cc1ccccc1)c1ccco1	?	4%	-5%	-4%
41	CC(=O)C1CCN(Cc2ccccc2)CC1	16%	-4%	0%	1%
42	COc1ccc(NC(=O)c2ccccc2NC(=O)CSc2ccc(C)cc2)cc1	?	1%	-7%	4%
43	CCOc1ccc(N(CC(=O)NC2CCCC2)C(=O)CCC(=O)Nc2nc(C)cs2)cc1	-6%	-6%	-7%	0%
44	Cc1cccc(Cc2c(C)nc3nc(SCc4ccccc4Cl)nn3c2C)c1	·	0%	·	·
45	CCOC(=O)c1ccccc1NC(=O)COC(=O)C(CC(C)C)NC(N)=O (stereo not drawn)	7%	-10%	1%	2%

No.	AmpC no deterg	AmpC inh detg	HCMV inh
31	-14%	-4%	1
32	-8%	-5%	·
33	-35%	5%	86
34	·	·	?
35	-24%	-1%	-33
36	-35%	?	59
37	31%	-3%	18
38	-12%	-3%	4
39	·	·	-22
40	-35%	?	-99*
41	-11%	2%	-17
42	-28%	?	17
43	71%[activator]	-12%	12
44	·	?	5
45	12%	0%	-6

Among those listed so far, 2 contain a nitro group on carbon.
No.	Structure	HCV inhibitor	TbPYK inhibitor	AMA1-RON2 inh	LmPK inh
8	O=C(N/N=C/c1ccc(Sc2nc3ccccc3s2)c([N+](=O)[O-])c1)c1ccccn1	?	0%	41%[activator]	6%
11	Cc1occc1C(=O)N1CCN(c2ccc([N+](=O)[O-])cc2)CC1	-26%	7%	-17%	0%

No.	AmpC no deterg	AmpC inh detg	HCMV inh
8	-32%	-1%	-19
11	7%	11%	41

Next section:
No.	Structure	HCV inhibitor	TbPYK inhibitor	AMA1-RON2 inh	LmPK inh
46	CC(C)C(OC(=O)c1cc2c(s1)CCCCC2)C(=O)NC(N)=O (stereo not drawn)	16%	-8%	-9%	4%
47	Cn1c(=O)n(CCc2ccccc2)c(=O)c2c1nc1n2CCCN1CCc1ccccc1	?	-7%	-18%	-9%
48	CN(C)NC(=S)Nc1cccc(Cl)c1	6%	-13%	81%[activator]	-5%
49	OC(c1ccc(Cl)c(F)c1)c1ncc(-c2ccc(Oc3ccccc3)cc2)[nH]1 (stereo not drawn)	·	4%	27%	·
50	Cc1cc(C)cc(NC(=O)C2CCCN(c3cnccn3)C2)c1 (stereo not drawn)	·	-3%	·	·
51	CN1C=CC(=O)[C@@H](OC(=O)Nc2ccc(Br)cc2)[C@H]1c1ccccc1Br	-13%[8.37 µM]	-4%	4%	·
52	O=C1OCc2ccc(NC(=O)C3CC3)cc21	36%[activator]	1%	-11%	0%
53	Cc1cccc(CSc2ccc3nnc(-c4ccccn4)n3n2)c1	6%	1%	-4%	-3%
54	Cc1cccc(C(=O)NNC2=C(C(=O)C(F)(F)F)CCC2)c1O	-14%	-1%	-9%	9%
55	CC1CC(NC(=O)/C=C/C(=O)O)CC(C)(C)C1 (stereo not drawn)	?	7%	-3%	2%
56	Cc1cc(NCc2ccccc2)n2ncc(-c3ccccc3)c2n1	?	3%	76%[activator]	-7%
57	O=C(c1ccccc1)c1ccc(O)cc1O	7%	-4%	1%	2%

No.	AmpC no deterg	AmpC inh detg	HCMV inh
46	-30%	-10%	14
47	-12%	?	-3
48	-7%	6%	4
49	·	·	-26
50	·	16%	55
51	·	·	0
52	3%	1%	117
53	34%	10%	-17
54	-36%	-5%	36
55	-6%	-4%	2
56	-39%	-2%	11
57	-35%	1%	-1

Compound activity: PubChem BioAssay, National Center for Advancing Translational Sciences (NCATS)
